INS-1E rescue: preserves ATP levels in cytokine-treated INS-1E cells; AID 488910; protection from cytokine-induced ATP loss, % at 10 µM; INS-1E cytokine-induced death, ATP luminescence, 48 h; normalised: neutral wells 0, positive control 100; 20,000 compounds, 0.1% hits;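 active = mean replicate protection from cytokine-induced ATP loss at least 50% and at least 75% of replicates each reaching 50%; inconclusive = meets only one of the two criteria, mean or replicate share; inactive = fails both the mean and replicate share criteria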
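Assay system: INS-1E rat insulinoma cells. Amount: 8000 cells per well. Medium: phenol-red-free RPMI with 5% fetal bovine serum. Reagent: IL-1β, TNF-α and IFN-γ cytokine mix. Doses: one compound concentration, pin transfer. Schedule: 48 h co-treatment, 10 min post-lysis read. Detection: CellTiter-Glo luminescence measuring cellular ATP.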
T cruzi intra: inhibitors of intracellular Trypanosoma cruzi; activity score (inhibition), % at 5.01 µM; intracellular Trypanosoma cruzi in host cells, plate reader; 22,000 compounds, 4.9% hits; in the data active = activity score above about 55%; inconclusive = no clear call, values can overlap the other calls;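 note: parasites and compound incubated about four days before reading; 0% = median of neutral control wells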
An asterisk follows results filed as active; u = inconclusive; x = no result given.

Every second line gives: INS-1E rescue	T cruzi intra
- COc1ccc(S(=O)(=O)Nc2ccc3c(c2)C(=O)N([C@@H](C)CO)C[C@@H](C)[C@H](CN(C)S(=O)(=O)c2ccc(OC)cc2)O3)cc1
→ -7	7
- COc1ccc(CN(C)C[C@@H]2Oc3c(NS(=O)(=O)c4ccc(OC)cc4)cccc3C(=O)N([C@@H](C)CO)C[C@H]2C)cc1
→ -3	-1
- C[C@@H]1CN([C@H](C)CO)C(=O)Cc2cc(NC(=O)CCCCCC(=O)Nc3ccccc3N)ccc2O[C@@H]1CN(C)C(=O)Nc1ccccc1
→ -2	-49
- CC(C)NC(=O)N(C)C[C@@H]1Oc2c(NS(=O)(=O)c3ccccc3)cccc2C(=O)N([C@H](C)CO)C[C@H]1C
→ 3	-1
- Cc1noc(C)c1NC(=O)Nc1ccc2c(c1)CC(=O)N([C@H](C)CO)C[C@H](C)[C@H](CN(C)S(=O)(=O)c1ccc(Cl)cc1)O2
→ 0	-15
- C[C@@H]1CN([C@H](C)CO)C(=O)Cc2cc(NC(=O)NC3CCCCC3)ccc2O[C@@H]1CN(C)C(=O)Nc1cccc2ccccc12
→ 8	2
- Cc1noc(C)c1S(=O)(=O)Nc1ccc2c(c1)CC(=O)N([C@H](C)CO)C[C@@H](C)[C@@H](CN(C)C(=O)Nc1cccc3ccccc13)O2
→ 0	2
- C[C@@H]1CN([C@@H](C)CO)C(=O)c2cccc(NS(=O)(=O)c3cccs3)c2O[C@@H]1CN(C)CC1CC1
→ -3	-8
- Cc1ccc(S(=O)(=O)N(C)C[C@@H]2Oc3c(NC(=O)C4CCOCC4)cccc3C(=O)N([C@H](C)CO)C[C@H]2C)cc1
→ 4	-11
- C[C@H]1CN([C@@H](C)CO)C(=O)c2cc(NS(=O)(=O)c3cn(C)cn3)ccc2O[C@H]1CN(C)Cc1ccc(C(=O)Nc2ccccc2N)cc1
→ 1	-29

Every second line gives: INS-1E rescue	T cruzi intra
- C[C@H](CO)N1C[C@H](C)[C@H](CN(C)S(=O)(=O)c2ccccc2)Oc2ncc(-c3cccc(F)c3)cc2C1=O
→ x	34
- COc1ccc(S(=O)(=O)Nc2cccc3c2O[C@H](CN(C)C(=O)Nc2c(C)noc2C)[C@H](C)CN([C@@H](C)CO)C3=O)cc1
→ 11	-7
- COc1ccc(NC(=O)N(C)C[C@@H]2Oc3ccc(NC(=O)Cn4cnnn4)cc3CC(=O)N([C@H](C)CO)C[C@@H]2C)cc1
→ 16	-18
- C[C@@H]1CN([C@H](C)CO)C(=O)c2cc(NC(=O)Cn3cnnn3)ccc2O[C@@H]1CN(C)C
→ 4	-12
- C[C@@H]1CN([C@@H](C)CO)C(=O)Cc2cc(NC(=O)Cn3cnnn3)ccc2O[C@@H]1CN(C)Cc1ccc2c(c1)OCO2
→ 8	-6
- O=C(CCCCC(=O)N/N=C/c1ccccn1)NO
→ 3	-9
- CNC[C@@H]1OCCCC[C@@H](C)Oc2ccc(NC(=O)NC3CCCCC3)cc2C(=O)N([C@H](C)CO)C[C@@H]1C
→ 11	-13
- COc1ccc(NC(=O)Nc2ccc3c(c2)CC(=O)N([C@H](C)CO)C[C@H](C)[C@H](CN(C)C(=O)Nc2c(C)noc2C)O3)cc1
→ 10	-21
- CC(C)(C)OC(=O)NC/C=N/NC(=O)c1ccccn1
→ -2	12
- C[C@@H]1CN([C@@H](C)CO)C(=O)c2cccc(N(C)C)c2O[C@H]1CN(C)C(=O)Nc1ccc(F)cc1
→ 0	5

Every second line gives: INS-1E rescue	T cruzi intra
- C[C@H](CO)N1C[C@H](C)[C@H](CN(C)S(C)(=O)=O)Oc2ncc(C#CCN(C)C)cc2C1=O
→ x	-32
- C[C@@H]1CN([C@@H](C)CO)C(=O)Cc2cc(NC(=O)C3CC3)ccc2O[C@@H]1CN(C)Cc1ccncc1
→ 25	-18
- CNC[C@@H]1Oc2ccc(NC(=O)c3ccncc3)cc2C(=O)N([C@H](C)CO)C[C@H]1C
→ 5	-2
- C[C@H](CO)N1C[C@H](C)[C@H](CN(C)Cc2ccc3c(c2)OCO3)Oc2ccc(NC(=O)Nc3ccc4c(c3)OCO4)cc2C1=O
→ -6	-17
- COc1ccc(S(=O)(=O)N(C)C[C@@H]2Oc3ccc(NC(=O)Cc4ccccc4)cc3CC(=O)N([C@H](C)CO)C[C@H]2C)cc1
→ 3	-2
- C[C@H](CO)N1C[C@H](C)[C@@H](CN(C)S(=O)(=O)c2ccc(F)cc2)Oc2c(NC(=O)Nc3ccc4c(c3)OCO4)cccc2C1=O
→ 2	19
- Cc1noc(C)c1NC(=O)Nc1cccc2c1O[C@@H](CN(C)Cc1ccc(Oc3ccccc3)cc1)[C@H](C)CN([C@H](C)CO)C2=O
→ -11	25
- Cc1noc(C)c1NC(=O)N(C)C[C@@H]1Oc2ccc(NC(=O)c3ccncc3)cc2CC(=O)N([C@@H](C)CO)C[C@@H]1C
→ 6	-26
- COc1ccc(NC(=O)N(C)C[C@@H]2Oc3ccc(NS(=O)(=O)c4ccc(Cl)cc4)cc3C(=O)N([C@H](C)CO)C[C@H]2C)cc1
→ x	10
- C[C@H]1CN([C@@H](C)CO)C(=O)Cc2cc(NC(=O)C3CCCCC3)ccc2O[C@H]1CN(C)Cc1ccc(-c2ccccc2)cc1
→ -32	46

Every second line gives: INS-1E rescue	T cruzi intra
- C[C@@H]1CCCCO[C@@H](CN(C)C(=O)C2CCCCC2)[C@@H](C)CN([C@H](C)CO)C(=O)c2cc(NC(=O)c3ccncc3)ccc2O1
→ -1	-5
- C[C@@H]1CN([C@@H](C)CO)C(=O)CCCn2cc(nn2)CO[C@H]1CN(C)S(=O)(=O)c1cn(C)cn1
→ x	-21
- Cc1ccc(S(=O)(=O)Nc2ccc3c(c2)CC(=O)N([C@@H](C)CO)C[C@H](C)[C@H](CN(C)S(=O)(=O)c2ccccc2)O3)cc1
→ 1	4
- C[C@@H]1CN([C@H](C)CO)C(=O)c2cccc(NC(=O)Nc3ccccc3)c2O[C@@H]1CN(C)S(=O)(=O)c1ccccc1
→ 8	-11
- C[C@H]1CN([C@@H](C)CO)C(=O)c2cccc(NC(=O)CCCCCC(=O)Nc3ccccc3N)c2O[C@H]1CN(C)C(=O)Nc1cccc2ccccc12
→ -11	-28
- Cc1ccc(S(=O)(=O)N(C)C[C@H]2Oc3ccc(NS(=O)(=O)c4cn(C)cn4)cc3C(=O)N([C@H](C)CO)C[C@@H]2C)cc1
→ 3	-7
- C[C@@H]1CN([C@H](C)CO)C(=O)c2cc(NS(=O)(=O)c3ccc(Cl)cc3)ccc2O[C@H]1CN(C)C(=O)Nc1ccc(C(F)(F)F)cc1
→ x	-2
- C[C@@H]1CN([C@H](C)CO)C(=O)CCCn2nncc2CO[C@H]1CN(C)S(=O)(=O)c1ccccc1F
→ 2	-16
- Cc1cc(C(=O)Nc2cccc3c2O[C@@H](CN(C)Cc2ccc(Cl)c(Cl)c2)[C@H](C)CN([C@H](C)CO)C3=O)n(C)n1
→ -18	26
- C[C@H](CO)N1C[C@H](C)[C@H](CN(C)S(=O)(=O)c2cn(C)cn2)Oc2c(NC(=O)c3ccc(-c4nccs4)cc3)cccc2C1=O
→ 4	-8

Given as labelled records: entries from further up
mol: Cc1ccc(S(=O)(=O)N(C)C[C@H]2Oc3ccc(NS(=O)(=O)c4cn(C)cn4)cc3C(=O)N([C@H](C)CO)C[C@@H]2C)cc1
  INS-1E rescue: 3	T cruzi intra: -7

mol: C[C@@H]1CN([C@H](C)CO)C(=O)c2cc(NS(=O)(=O)c3ccc(Cl)cc3)ccc2O[C@H]1CN(C)C(=O)Nc1ccc(C(F)(F)F)cc1
  INS-1E rescue: x	T cruzi intra: -2

mol: C[C@@H]1CN([C@@H](C)CO)C(=O)CCCn2cc(nn2)CO[C@H]1CN(C)S(=O)(=O)c1cn(C)cn1
  INS-1E rescue: x	T cruzi intra: -21

mol: C[C@@H]1CN([C@H](C)CO)C(=O)c2cccc(NC(=O)Nc3ccccc3)c2O[C@@H]1CN(C)S(=O)(=O)c1ccccc1
  INS-1E rescue: 8	T cruzi intra: -11

(list continues)
Every second line gives: INS-1E rescue	T cruzi intra
- Cc1noc(C)c1S(=O)(=O)Nc1cccc2c1O[C@@H](CN(C)C(=O)Nc1ccc(F)cc1)[C@@H](C)CN([C@H](C)CO)C2=O
→ 3	2
- Cc1noc(C)c1NC(=O)N(C)C[C@H]1Oc2c(NC(=O)C3CC3)cccc2C(=O)N([C@H](C)CO)C[C@H]1C
→ 14	-17
- C[C@H]1CN([C@@H](C)CO)C(=O)CCCn2cc(nn2)CO[C@@H]1CN(C)Cc1ccc2c(c1)OCO2
→ x	-1
- C[C@@H]1CN([C@@H](C)CO)C(=O)CCCn2cc(nn2)CO[C@H]1CN(C)C(=O)Nc1ccc2c(c1)OCO2
→ x	-10
- C[C@@H]1CCCCO[C@@H](CN(C)S(C)(=O)=O)[C@@H](C)CN([C@H](C)CO)C(=O)c2cc(NS(=O)(=O)c3ccc(F)cc3)ccc2O1
→ 3	-3
- C[C@H](CO)N1C[C@H](C)[C@H](CN(C)S(=O)(=O)c2ccc(-n3cccn3)cc2)OCc2cnnn2CCCC1=O
→ x	11
- O=C(CCCCCCC(=O)Nc1ccccc1O)N/N=C/c1ccc([N+](=O)[O-])s1
→ -36	89*
- CC(C)NC(=O)N(C)C[C@H]1Oc2c(NC(=O)Nc3ccc(F)cc3)cccc2C(=O)N([C@@H](C)CO)C[C@@H]1C
→ 12	5
- C[C@H](CO)N1C[C@H](C)[C@@H](CN(C)Cc2ccc3c(c2)OCO3)Oc2ccc(NC(=O)Nc3ccc4c(c3)OCO4)cc2C1=O
→ -6	-1
- C[C@H]1CN([C@@H](C)CO)C(=O)c2cc(NC(=O)Nc3cccc4ccccc34)ccc2O[C@@H]1CN(C)Cc1ccc(C(=O)Nc2ccccc2N)cc1
→ 9	33

Every second line gives: INS-1E rescue	T cruzi intra
- CC(C)NC(=O)Nc1cccc2c1O[C@@H](CN(C)C(=O)Nc1ccc3c(c1)OCO3)[C@@H](C)CN([C@H](C)CO)C2=O
→ 7	-8
- Cc1ccc(S(=O)(=O)N(C)C[C@H]2Oc3c(NS(=O)(=O)c4cn(C)cn4)cccc3C(=O)N([C@@H](C)CO)C[C@H]2C)cc1
→ 17	-11
- C[C@H](CO)N1C[C@H](C)[C@H](CN(C)Cc2ccc(C(F)(F)F)cc2)Oc2c(cccc2N(C)C)C1=O
→ -6	-4
- C[C@H]1CN([C@@H](C)CO)C(=O)c2cccc(NC(=O)Nc3cccc4ccccc34)c2O[C@H]1CN(C)Cc1ccc(Oc2ccccc2)cc1
→ -40	52
- C[C@@H]1CN([C@@H](C)CO)C(=O)c2cccc(NS(=O)(=O)c3ccc(F)cc3)c2O[C@H]1CN(C)Cc1ccc(C(=O)Nc2ccccc2N)cc1
→ 0	38
- C[C@@H]1CN([C@H](C)CO)C(=O)Cc2cc(NS(=O)(=O)c3ccccc3)ccc2O[C@@H]1CN(C)Cc1ccc(C(=O)Nc2ccccc2N)cc1
→ 1	58*
- C[C@@H]1CN([C@H](C)CO)C(=O)c2cccc(N(C)C)c2O[C@H]1CN(C)Cc1ccccc1
→ 6	7
- CC(C)(C)OC(=O)Nc1ccc(/C=N/NC(=O)CCCCCCC(=O)Nc2ccccc2O)cc1
→ 0	18
- C[C@H](CO)N1C[C@H](C)[C@@H](CN(C)Cc2cccc3c2OCCCO3)OCc2cnnn2CCCC1=O
→ 3	-5
- Cc1noc(C)c1NC(=O)Nc1ccc2c(c1)CC(=O)N([C@H](C)CO)C[C@H](C)[C@H](CN(C)Cc1ccc(C(=O)O)cc1)O2
→ 2	-10

Every second line gives: INS-1E rescue	T cruzi intra
- C[C@@H]1CN([C@@H](C)CO)C(=O)c2cc(NC(=O)Cc3ccccc3)ccc2O[C@@H]1CN(C)Cc1ccc(C(=O)O)cc1
→ 3	-4
- C[C@H](CO)N1C[C@H](C)[C@@H](CN(C)Cc2ccc3c(c2)OCO3)Oc2ccc(NC(=O)Cc3cn(C)c4ccccc34)cc2C1=O
→ -15	51
- C[C@H]1CN([C@@H](C)CO)C(=O)Cc2cc(NC(=O)Nc3ccc4c(c3)OCO4)ccc2O[C@@H]1CN(C)CC1CCCCC1
→ -10	u
- C[C@@H]1CCCCO[C@H](CN(C)Cc2ccc(C(=O)O)cc2)[C@@H](C)CN([C@H](C)CO)C(=O)c2cc(N(C)C)ccc2O1
→ 6	-9
- COc1ccc(S(=O)(=O)Nc2ccc3c(c2)CC(=O)N([C@H](C)CO)C[C@@H](C)[C@H](CN(C)S(C)(=O)=O)O3)cc1
→ -8	-7
- C[C@H](CO)N1C[C@H](C)[C@H](CN(C)S(=O)(=O)c2ccc(F)cc2)Oc2ccc(NC(=O)Nc3ccc4c(c3)OCO4)cc2C1=O
→ x	-17
- Cc1noc(C)c1NC(=O)Nc1cccc2c1O[C@H](CN(C)C(=O)Nc1ccccc1)[C@@H](C)CN([C@H](C)CO)C2=O
→ 7	-12
- C[C@H](CO)N1C[C@H](C)[C@@H](CN(C)C(=O)Nc2cccc3ccccc23)OCc2cn(nn2)CCCC1=O
→ x	-17
- C[C@@H]1CN([C@@H](C)CO)C(=O)CCCn2cc(nn2)CO[C@@H]1CN(C)C(=O)NC1CCCCC1
→ x	4
- C[C@@H]1CN([C@@H](C)CO)C(=O)c2cccc(NS(=O)(=O)c3ccc(Cl)cc3)c2O[C@H]1CN(C)C
→ 5	-15
